M4 antag: human M4 muscarinic receptor antagonists, primary screen, CHO cells, Fluo-8 calcium fluorescence; Muscarinic acetylcholine receptor M4 (Homo sapiens), P08173; inhibition, % at 3 µM; actives 0.73% (n = 360,000); AID 624125, 2012; CHO-hM4 cells, ACh EC80;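 active means inhibition above its plate's cutoff, the mean inhibition of sample wells plus 3 SD, cut at about 27% in these data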;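 further: 0% = acetylcholine EC80 with DMSO and 100% = DMSO without agonist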
CHRM5 agonist: human M5 muscarinic receptor agonists, primary screen, CHO-K1 cells, Fluo-8 calcium fluorescence | Muscarinic acetylcholine receptor M5 (Homo sapiens), P08912 | CHO-K1 hM5 cells; 0% DMSO wells, 100% maximal acetylcholine response | activation, % at 3 µM | actives 0.19% (n = 360,000);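 active means activation above the run's mean over test compounds plus 3 SD, cut at about 23% in these data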;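 further: signal is peak over basal fluorescence ratio across the kinetic read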
Target sequence (P08912 whole entry, looked up): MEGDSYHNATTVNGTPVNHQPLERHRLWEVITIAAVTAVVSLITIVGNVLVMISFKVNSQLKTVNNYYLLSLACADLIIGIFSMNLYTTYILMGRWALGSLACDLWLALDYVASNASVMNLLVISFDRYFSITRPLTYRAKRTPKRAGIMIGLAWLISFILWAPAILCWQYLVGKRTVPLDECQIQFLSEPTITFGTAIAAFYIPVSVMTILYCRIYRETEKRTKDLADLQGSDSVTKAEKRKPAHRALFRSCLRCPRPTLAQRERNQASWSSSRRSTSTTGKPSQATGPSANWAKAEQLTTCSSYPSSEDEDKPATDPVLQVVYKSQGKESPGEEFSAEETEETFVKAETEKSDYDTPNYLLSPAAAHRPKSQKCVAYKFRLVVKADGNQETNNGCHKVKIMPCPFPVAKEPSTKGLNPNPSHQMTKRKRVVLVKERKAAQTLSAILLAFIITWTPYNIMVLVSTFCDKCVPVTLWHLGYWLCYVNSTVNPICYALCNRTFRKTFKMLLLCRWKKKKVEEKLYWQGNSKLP
CHRM4 agonist: human M4 muscarinic receptor agonists, primary screen, CHO-K1 cells, Fluo-8 calcium fluorescence; activation, % at 3 µM; actives 0.14% (n = 360,000); AID 624127, 2012; Muscarinic acetylcholine receptor M4 (Homo sapiens), P08173; CHO-K1 hM4/Gqi5; vehicle 0%, full acetylcholine response 100%;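 active means activation above the run mean over all test wells plus 3 SD, cut at about 32% in these data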;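 further: peak over basal fluorescence ratio per well then scaled between controls; 0% = DMSO wells and 100% = acetylcholine at EC100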
CHRM4 PAM: human M4 muscarinic receptor positive allosteric modulators, primary screen, CHO-K1 cells, Fluo-8 calcium fluorescence; actives 0.4% (n = 360,000); activation, % at 3 µM; CHO-K1 hM4/Gqi5, ACh EC20; 0% = ACh EC20, 100% = maximal ACh;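 active means activation above its plate's cutoff, the mean activation of sample wells plus 3 SD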; further: some results filed as inactive read as strong as hits
CRFBP-R2 agonist: agonists of CRF-BP/CRF-R2 complex, primary screen, cell-based, HEK293, calcium dye fluorescence, uHTS; CRF-binding protein / CRF receptor 2 complex (human); activation, % at 13.2 µM; actives 0.46% (n = 350,000); calcium dye fluorescence (FLIPR); percent of saturating CRF peptide response;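 active means activation of at least 50%, plus an integration ratio under a set limit after plate pattern correction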;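 further: plate controls were neutral control wells without compound for no effect and CRF at EC100 for full effect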
M1 antag: human M1 muscarinic receptor antagonists, primary screen, CHO-K1 cells, Fluo-8 calcium fluorescence, 1536-well. CHO-K1 hM1, ACh EC80 antagonist. inhibition, % at 3 µM. actives 1.3% (n = 360,000). AID 588852, 2011;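 active means percent inhibition above its own plate's cutoff, namely the mean of that plate's compound wells plus 3 SD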;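 further: peak over basal fluorescence ratio during 140 s after agonist addition; 0% = ACh EC80 plus DMSO and 100% = DMSO alone without agonist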
Target sequence (P11229 whole entry, looked up): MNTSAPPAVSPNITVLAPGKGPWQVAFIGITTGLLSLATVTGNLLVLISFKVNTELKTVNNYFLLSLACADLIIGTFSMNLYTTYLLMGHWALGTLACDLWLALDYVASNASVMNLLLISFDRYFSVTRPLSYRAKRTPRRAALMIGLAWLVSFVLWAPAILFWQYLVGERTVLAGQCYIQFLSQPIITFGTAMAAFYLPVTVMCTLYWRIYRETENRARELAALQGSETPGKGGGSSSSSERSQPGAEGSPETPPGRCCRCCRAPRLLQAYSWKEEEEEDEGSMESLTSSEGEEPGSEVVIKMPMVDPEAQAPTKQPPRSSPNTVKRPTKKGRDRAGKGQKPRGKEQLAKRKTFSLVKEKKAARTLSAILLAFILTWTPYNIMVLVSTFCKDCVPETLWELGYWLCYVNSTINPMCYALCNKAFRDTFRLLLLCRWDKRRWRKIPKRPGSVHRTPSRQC
CHRM5 antagonist: human M5 muscarinic receptor antagonists, primary screen, CHO cells, Fluo-8 calcium fluorescence; Muscarinic acetylcholine receptor M5 (Homo sapiens), P08912; CHO-hM5 cells, ACh EC80; inhibition, % at 3 µM; AID 624040, 2012; actives 0.59% (n = 360,000);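 active means inhibition above a per-plate cutoff, the mean of that plate's test compounds plus 3 SD, cut at about 27% in these data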;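 further: 0% = acetylcholine EC80 with DMSO and 100% = DMSO without agonist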
M1 PAM: human M1 muscarinic receptor positive allosteric modulators, primary screen, CHO-K1 cells, Fluo-8 calcium fluorescence, 1536-well; activation, % at 3 µM; CHO-K1 hM1, ACh EC20; 0% = ACh EC20, 100% = maximal ACh; Muscarinic acetylcholine receptor M1 (Homo sapiens), P11229; actives 0.088% (n = 360,000); in the data active means activation above about 19%, passing the limit was not always enough
M5 PAM: human M5 muscarinic receptor positive allosteric modulators, primary screen, CHO-K1 cells, Fluo-8 calcium fluorescence; actives 0.3% (n = 360,000); Muscarinic acetylcholine receptor M5 (Homo sapiens), P08912; activation, % at 3 µM; CHO-K1 hM5, ACh EC20 PAM; 0% = ACh EC20, 100% = ACh EC100;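 active means activation above the run cutoff, the mean activation of all test compounds plus 3 SD, cut at about 18% in these data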
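Assay system: CHO-K1 hM5 cells / Incubation: Fluo-8 loading 80 min at 37 °C plus 30 min room temperature / Technique: Fluo-8 calcium dye fluorescence, kinetic read / Repeats: single replicate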
* marks the source's active call; other numbers are inactive results; . = no result given.

SMILES	M4 antag	CHRM5 agonist	CHRM4 agonist	CHRM4 PAM	CRFBP-R2 agonist	M1 antag	CHRM5 antagonist	M1 PAM	M5 PAM
CCOc1ccc(CCNC(=O)CCc2nc(-c3ccc(C)cc3)no2)cc1OCC	-2	1	1	10	-1.0	-48	-12	14	-1
CSC(=N/N=C(\N)c1cnccn1)SC	3	-3	1	2	-5.0	-11	6	11	-2
CSc1nccc(NC(=O)c2cccc(Br)c2)n1	-4	7	8	-4	0.1	-10	5	5	-4
COc1cc(O)oc1C=Nc1ccccc1	0	2	2	5	0.0	4	-2	0	2
CC(C)CCn1c(O)c(N=NC(=O)Cn2ccc(C(F)(F)F)n2)c2ccccc21	1	-1	0	16	-1.1	-3	2	0	-5
CCn1nnnc1NC(=O)c1ccc2ccccc2c1	3	2	1	1	-1.4	-8	12	5	3
Clc1cccc(NCc2nnc(SCc3ccccc3Cl)o2)c1	0	-3	-2	1	-0.1	-12	5	7	-1
CC(C)c1ccc(-c2nnn(CCC(=O)O)n2)cc1	1	2	1	-3	-0.9	-1	-11	9	3
c1ccc(COc2ncnc3c2ncn3CCCNC2CCN(Cc3ccccc3)CC2)cc1	9	-1	10	-12	-0.6	5	2	-11	-5
CCN(CC)S(=O)(=O)c1ccc(Cc2ncc(C(F)(F)F)cc2Cl)s1	7	-6	2	-11	5.0	-15	10	-8	-6
O=C(CCc1nc2ccccc2c(=O)[nH]1)N1CCN(c2ccc(F)cc2)CC1	-10	1	1	-2	1.5	-2	-5	3	6
CS(=O)(=O)N1CCC(C(=O)N2CCC(Cc3ccccc3)CC2)CC1	1	2	3	8	0.3	-7	4	5	-1
COc1cc(/C=C2/SC(=O)N(Cc3ccccc3)C2=O)ccc1OCc1ccncc1	10	0	0	-5	2.9	-4	4	5	-7
Nc1[nH]ncc1N=Nc1ccc(Cl)cc1	-2	2	4	-1	-0.5	-12	-1	9	4
CCC(=O)c1ccc(N2CCN(S(=O)(=O)c3ccccc3)CC2)c(F)c1	3	-2	1	4	1.3	-3	8	2	2
N#C/C(=C/c1cn(-c2ccccc2)nc1-c1cccc(OCc2ccccc2)c1)C(=O)NCCCn1ccnc1	0	-1	2	2	7.8	1	6	3	-6
Cc1ccc(C=C2C=C(c3ccccc3)OC2=O)cc1	-6	0	0	-1	3.1	-7	-3	-2	-2
COc1ccccc1/C=N/NC(=O)C(=O)Nc1ccccc1OC(F)(F)C(F)F	-1	-2	3	-11	0.0	12	5	-5	-11
COc1ccc(-c2nc(CSCC(=O)N3CCC(C(N)=O)CC3)c(C)o2)cc1OC	-1	2	-1	-2	-0.5	-5	0	7	-4
C=CC[C@H](CC(=O)N(CCO)Cc1ccccc1)C(=O)NCCOC(=O)[C@@H](CC=C)CC(=O)OC(C)(C)C	-8	4	7	-4	-1.9	2	-1	-1	-7
Cc1ccc2nsnc2c1NC(=S)NC(=O)c1ccco1	11	-7	0	-1	0.3	-4	3	8	4
O=C(Nc1ccccc1Cl)c1ccccc1S(=O)(=O)c1ccccc1[N+](=O)[O-]	-1	-1	3	24*	-3.3	-7	5	8	-1
O=C(Nc1ccc(C(F)(F)F)cc1)C1CCCN1S(=O)(=O)c1cccc2cccnc12 (centres undefined)	0	7	11	9	-2.2	3	-2	-3	4
CCCCOCCCNC(=O)c1ccccc1OCC	-2	0	1	9	-1.0	-9	-2	9	-1
CCC1(C)Cc2ccccc2-c2nc3n(c(=O)c21)CCCCC3 (centres undefined)	-7	-10	-3	-12	-0.8	15	2	-19	-12

In the list so far, 2 have a furan ring, fused or not:
SMILES	M4 antag	CHRM5 agonist	CHRM4 agonist	CHRM4 PAM	CRFBP-R2 agonist	M1 antag	CHRM5 antagonist	M1 PAM	M5 PAM
COc1cc(O)oc1C=Nc1ccccc1	0	2	2	5	0.0	4	-2	0	2
Cc1ccc2nsnc2c1NC(=S)NC(=O)c1ccco1	11	-7	0	-1	0.3	-4	3	8	4

(more compounds)
SMILES	M4 antag	CHRM5 agonist	CHRM4 agonist	CHRM4 PAM	CRFBP-R2 agonist	M1 antag	CHRM5 antagonist	M1 PAM	M5 PAM
CCCCCCC[C@@H](C/C=C/CCC(=O)O)OC	-11	0	1	3	-3.5	1	0	1	2
COc1ccc(CN2CC34C=CC(O3)C(C(=O)O)C4C2=O)cc1 (centres undefined)	6	1	4	-1	1.3	4	6	6	-11
Cc1c(C2(c3c(C)n(C)n(-c4ccccc4)c3=O)C(=O)Nc3ccc(F)cc32)c(=O)n(-c2ccccc2)n1C	-1	1	0	0	0.4	-18	4	4	2
Cn1c(=O)n(-c2ccc(Cl)cc2)c(=O)c2c3c(sc21)COC(C)(C)C3	1	2	-1	15	0.4	-11	-5	8	11
FC(F)(F)c1cc(Nc2ccccc2)nc(-c2ccccn2)n1	-5	-6	0	-3	-2.2	-8	2	1	-6
O=C1CS/C(=N/N=C/c2ccco2)N1Cc1ccc(F)cc1	-2	0	3	-2	0.6	-4	-7	4	1
Cc1ccc(/C=N/NS(=O)(=O)c2ccccc2)o1	12	-3	2	14	1.0	-8	8	5	-8
O=C(NC1CCCCC1)C(c1ccccn1)N(C(=O)c1csnn1)C1CCCCC1 (centres undefined)	-1	1	1	5	-0.6	5	-8	2	2
COc1cc(CN2CCCC(C(=O)N3CCc4ccccc4C3)C2)cc(OC)c1OC (centres undefined)	9	-8	3	-8	-0.9	15	-1	-4	-2
O=C(NCCc1cccs1)Nc1nnc([C@H]2C[C@H](O)[C@@H](CO)O2)s1	-2	0	0	-4	.	2	1	-3	-2
NC(=S)N=Nc1ccc(O)cc1	-1	2	1	1	-2.7	7	13	-6	-1
Cc1nn(-c2cc(N(S(C)(=O)=O)S(C)(=O)=O)c(Cl)cc2Cl)c(=O)n1C	1	-3	0	7	1.0	-5	3	11	5
CCOc1ccc(NC(=O)CCn2cccc2)cc1	-3	1	1	7	-1.4	-4	4	4	-5
COc1ccc(-c2cnnc(N/N=C/c3ccc(OC)c(OC)c3)n2)cc1	-1	3	1	-6	-3.5	4	-1	0	-2
O=C(O)CCN(CCC(=O)O)c1ccccc1	6	-4	1	3	-2.5	0	-2	5	-5
COc1ccc([N+](=O)[O-])cc1NC(=O)c1ccc(N2C(=O)CCC2=O)cc1	1	-2	1	-14	-0.7	18	2	-8	-4
O=C(COc1ccc(Cl)cc1)Nc1ccc2[nH]ncc2c1	0	-9	6	-4	-3.6	7	19	-5	-9
CC1CN(S(=O)(=O)c2cn(C)c(=O)n(C)c2=O)CC(C)O1 (centres undefined)	-15	1	1	9	-6.2	9	-2	1	-6
CC(=O)Oc1ccc2nc(-c3ccc(Br)o3)oc(=O)c2c1	-9	0	-1	4	0.2	-26	1	17	8
Cc1ccc(Cc2c(-c3ccco3)nc3c4ccccc4ccn23)cc1	1	-4	-1	-5	.	-22	7	-3	-2
O=[N+]([O-])c1ccc(C=Nc2ccc(Cl)c([N+](=O)[O-])c2)s1	1	-2	4	4	.	4	7	-6	-3
COc1ccc(-c2coc3cc(O)c(OC)cc3c2=O)cc1	5	4	-2	8	-1.7	-7	-9	11	18
Cc1cc(F)ccc1NCC(=O)Nc1ccc(Br)cc1C	-4	-2	2	6	-2.2	8	-5	-3	4
CCN(CC)C(=O)C(=O)Nc1ccc(OCc2ccccc2)cc1	-1	2	4	5	-0.7	1	-6	7	8
COc1ccc(N2CCN(C(=O)c3cn(CC4CCCCC4)nn3)CC2)cc1	-8	2	8	-1	0.4	-4	2	3	2

The listing continues.
SMILES	M4 antag	CHRM5 agonist	CHRM4 agonist	CHRM4 PAM	CRFBP-R2 agonist	M1 antag	CHRM5 antagonist	M1 PAM	M5 PAM
CCc1nc(N2CCN(C(=O)CCCl)CC2)c2c3c(sc2n1)CCCC3	-5	-2	2	-1	0.1	-1	1	-4	-1
COc1ccc(C(=O)Nc2ccc(C(F)(F)F)n(C)c2=O)cc1	-8	0	2	4	0.0	-10	4	11	-2
C=CCN1C(=O)C(Cc2ccc(SC(F)F)cc2)SC1=Nc1ccc(C(=O)O)cc1 (centres undefined)	-10	-7	8	7	-3.8	-5	27*	4	-10
CCOc1ccc(CCN2C(=S)N([C@@H](Cc3ccc(O)cc3)CN3CCC[C@@H]3CN3C(=S)NC[C@@H]3Cc3ccccc3)C[C@@H]2CC(C)C)cc1	-3	-1	0	-2	.	7	-1	-5	0
Cc1nc2cc(NC(=O)NC(C)(C)C)ccc2n1C	-3	-3	1	-1	-0.7	-9	-13	13	3
CC(/C=N/NC(=O)c1nnn(-c2nonc2N)c1CN1CCCCC1)c1ccccc1 (centres undefined)	-14	-2	3	3	3.1	-7	-2	2	-3
O=C(Cn1cnc2c(OCc3ccccc3)ncnc21)NCc1ccc2[nH]ccc2c1	-13	3	2	1	-1.1	9	3	8	1
CN(C)S(=O)(=O)c1ccc(C(=O)NCc2nnc(SCC(=O)Nc3ccc(F)cc3)n2-c2ccc(F)cc2)cc1	-7	-2	0	3	-2.0	5	-4	2	2
COc1cc(/C=N/NC(=O)Cc2ccccc2)cc(OC)c1OC	5	4	1	-1	-1.0	-4	-2	4	-6
Cc1ccc2nc(-c3ccccn3)cc(C(=O)Nc3ccc4c(c3)OCO4)c2c1	-17	4	1	0	-3.4	4	4	-2	1
COc1ccc(C(CC(=O)O)N2C(=O)CCC2=O)cc1 (centres undefined)	-8	-3	1	4	0.8	-7	9	8	0
COc1ccc(C)cc1NC(=O)CCC(=O)Nc1nnc(C(F)(F)F)s1	0	2	1	1	-1.2	-5	2	5	-2
CCOC(=O)CNC(=O)C1(/C=C/c2ccccc2)CC(=O)N1c1ccc(OC)cc1 (centres undefined)	5	-4	1	-1	-0.8	-5	4	9	-1
Cn1cc(CNC(=O)c2cc(-c3ccc(Br)cc3)nc3ccccc23)cn1	3	-5	12	-2	0.3	-10	13	10	-4
c1ccc2ncc(-n3cnnn3)cc2c1	-4	-1	1	3	1.1	0	-7	4	1
O=C(CNC(=O)c1ccc(F)cc1)N/N=C/c1cc(Br)ccc1OCc1ccccc1	-1	-2	1	-6	-0.9	-4	8	3	-5
CC(CSc1n[nH]c(=S)s1)c1ccccc1 (centres undefined)	-4	1	0	3	2.5	-7	16	9	2
CN(C)S(=O)(=O)c1cccc(NC(=O)c2ccncc2)c1	4	3	2	-11	-0.2	12	0	-5	-2
O=C(COC(=O)CC1SC(N2CCCC2)=NC1=O)Nc1c(F)c(F)c(F)c(F)c1F (centres undefined)	-5	1	1	17	-0.9	-6	-1	20	7
Cc1ccc(-n2nc3c(c2NC(=O)c2cccs2)CS(=O)(=O)C3)cc1	3	-3	0	-4	-1.2	-15	-3	19	8
O=C(NCCN1CCOCC1)c1ccc(Cl)c(S(=O)(=O)N2CCCCCC2)c1	12	0	2	5	1.3	-5	1	6	-2
CCCn1nnnc1NC(=O)c1cccs1	6	-1	0	-1	-0.6	4	1	5	-2
